CAL PDZ FP-1: blocks peptide binding to the human CAL PDZ domain | 300,000 tested, 0.92% active | AID 602252 | inhibition, % at 24.9 µM | purified CAL PDZ, TMR-peptide fluorescence polarization, 1 h;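 active = mean inhibition of at least 30% with at least half of replicates also reaching 30%; inconclusive = no clear call, values can overlap the other calls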;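 also: 0% = DMSO neutral control and 100% = excess unlabeled competitor peptide PRC23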
V-ATPase pHluor: alters yeast V-ATPase proton transport. S. cerevisiae, pHLuorin cytosolic pH fluorescence. AID 504577. 350,000 tested, 0.37% active. response, % at 10 µM; in the data active = response mostly above about 7.3%, no sharp cut-off; inactive = mostly below about 5.4%; also: actives read high; inactives centre near 0; some compounds called inactive have numbers as strong as hits
Tat transport: inhibitors of E. coli Tat protein transport. E. coli MC4100 TorA-mCherry Tat export, fluorescence. inhibition, % at 10 µM. 340,000 tested, 0.036% active;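 active = mean replicate inhibition at least 50% and at least half of replicates individually reaching 50%; inconclusive = only one of the two criteria met; inactive = neither criterion met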;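 also: exported cargo escapes ClpAP degradation while cytoplasmic cargo is degraded and loses fluorescence; 0% = median of neutral control wells and 100% = median of NaSCN control wells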
CDK5 inh: blocks human CDK5/p35 kinase activity | Recombinant CDK5/p35, ADP-Glo luminescence, 60 min | inhibition, % at 10 µM | Q00535+Q15078 | AID 488839 | 330,000 tested, 0.01% active;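 active = highest replicate inhibition of at least 50% and at least 75% of replicates reaching 50%; inconclusive = only one of the two criteria met; inactive = both criteria failed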;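 also: plate controls were DMSO neutral control for no effect and GW8510 at 10 µM for full effect; many of its hits are not listed in these tables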
Rtt109 HAT inh: blocks Candida albicans Rtt109/Vps75 acetyltransferase activity; purified Rtt109/Vps75, ThioGlo CoA-SH fluorescence, 4 h; inhibition, % at 34.9 µM; AID 540336; Q5AAJ8; 330,000 tested, 0.16% active;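 active = inhibition of at least 50% in every replicate; inconclusive = best replicate reaches 50% inhibition but some replicates fall short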
Target sequence (Q5AAJ8 whole entry, looked up): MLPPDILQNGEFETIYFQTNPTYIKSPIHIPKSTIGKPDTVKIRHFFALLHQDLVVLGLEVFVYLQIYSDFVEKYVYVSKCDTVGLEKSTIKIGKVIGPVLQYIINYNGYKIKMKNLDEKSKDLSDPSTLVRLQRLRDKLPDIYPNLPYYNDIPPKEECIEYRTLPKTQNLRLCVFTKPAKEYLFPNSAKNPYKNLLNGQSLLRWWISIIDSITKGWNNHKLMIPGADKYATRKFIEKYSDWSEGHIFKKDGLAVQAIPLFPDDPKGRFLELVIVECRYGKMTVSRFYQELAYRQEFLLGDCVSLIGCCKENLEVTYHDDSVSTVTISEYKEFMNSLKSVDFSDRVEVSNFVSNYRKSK
dFosB activator: mouse delta FosB homodimer activation | P13346 | purified delta FosB, TAMRA-CDK5 oligo fluorescence polarization; percent of positive-control signal above neutral wells | activation, % at 25 µM | 340,000 tested, 0.99% active | AID 493131;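 active = mean activation above about 17%, with every replicate also reaching it, limit read from the data, passing the limit was not always enough; inconclusive = only one of the two conditions met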;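 also: fluorescence polarization rise as delta FosB binds a TAMRA Cdk5 AP-1 oligo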
Target sequence (P13346 whole entry, looked up): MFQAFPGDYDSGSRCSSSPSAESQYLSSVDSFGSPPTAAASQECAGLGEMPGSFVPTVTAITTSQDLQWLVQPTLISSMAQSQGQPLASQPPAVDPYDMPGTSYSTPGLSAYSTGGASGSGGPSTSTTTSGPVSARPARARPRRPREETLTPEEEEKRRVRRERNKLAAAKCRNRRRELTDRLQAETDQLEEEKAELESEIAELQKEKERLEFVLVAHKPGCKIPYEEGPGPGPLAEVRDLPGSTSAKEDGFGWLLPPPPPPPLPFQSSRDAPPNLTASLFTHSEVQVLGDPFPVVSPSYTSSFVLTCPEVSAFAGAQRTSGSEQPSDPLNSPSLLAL
Wnt bcat act: activates Wnt/beta-catenin signaling in a reporter cell assay | activator, plate reader | AID 743398 | 300,000 tested, 1.2% active | activation, % at 9.35 µM; in the data active = activation above about 30%, passing the limit was not always enough; inconclusive = no clear call, values can overlap the other calls;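 also: 0% = neutral control wells and 100% = positive control wells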
CAL PDZ FP-2: human CAL PDZ-peptide interaction inhibition; Q9HD26; purified CAL PDZ, TMR-peptide fluorescence polarization, 1 h; inhibition, % at 20 µM; 330,000 tested, 0.02% active; AID 504414;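 active = highest replicate inhibition of at least 40%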;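 also: plate controls were DMSO neutral control wells for no effect and unlabeled competitor peptide control wells for full effect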
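material = purified tagged CAL PDZ domain construct (CerCALP) | buffer or medium = sodium phosphate/NaCl buffer pH 7.4 with TCEP, IgG, Thesit | reagent = TMR-labelled reporter peptide T*-PRC34 bound in PDZ groove | incubation = 1 h room-temperature incubation prior to read | measured by = fluorescence polarization (mP) | evaluation = percent inhibition from loss of millipolarization | control set = unlabelled peptide and DMSO controls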
cardiac RTF act: cardiac RTF calcium sensitization; 340,000 tested, 0.24% active; P19429+P45379; activation, % at 7.2 µM; IANBD-labeled TnC RTF fluorescence at EC20 calcium; 0% EC20 calcium, 100% full calcium;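 active = activation above the mean over all tested compounds plus 3 SD, cut at about 30% in these data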;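 also: rise in fluorescence read as greater calcium sensitivity of cardiac thin filaments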
MITF act: MITF TRPM1 promoter activation in melanoma cells | 300,000 tested, 0.75% active | SK-MEL-5 TRPM1-promoter luciferase, 24 h; % of positive control, neutral wells = 0 | activation, % at 12.5 µM;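 active = mean activation of at least 80% with every replicate also reaching 80%; inconclusive = mean reaches 80% but some replicate falls short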;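 also: 0% = neutral control wells and 100% = parthenolide positive control wells; values of inactives mirror those of a sister screen read the other way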
Numbers without * were called inactive; u = inconclusive; x = no result given.

SMILES	CAL PDZ FP-1	V-ATPase pHluor	Tat transport	CDK5 inh	Rtt109 HAT inh	dFosB activator	Wnt bcat act	CAL PDZ FP-2	cardiac RTF act	MITF act
O=C(c1ccc([N+](=O)[O-])cc1)N1CCOCC1	-3	-6	3	-0.3	-10	1	-6	0.4	8	11
Cc1ccc(SCC(=O)OCC(=O)Nc2ccc3[nH]c(=O)[nH]c3c2)cc1C	x	0	19	-4.4	-2	-1	-3	-0.9	-11	-3
O=[N+]([O-])c1cc(/C=N/n2c(-c3cccnc3)n[nH]c2=S)ccc1Cl	-3	3	4	-1.1	4	-2	x	-0.6	-2	10
Cc1ccc(S(=O)(=O)NCc2ccccc2)cc1C(=O)N1CCCCCCC1	-4	9	2	-1.5	0	2	-4	-1.5	1	-1
CC1CCN(S(=O)(=O)c2ccc(N=NC3=C(O)CC(C)(C)CC3=O)cc2)CC1	1	-1	3	-1.4	1	-13	x	-0.9	17	11
Cc1ccc(C(=O)N(C)Cc2ccc(N3CCOCC3)cc2)cc1S(=O)(=O)NCc1ccccc1	-5	-2	14	0.7	6	-3	-2	-1.0	-3	-9
COC(=O)CCN(C(=O)c1cccc(OC(C)=O)c1)c1ccccn1	0	-1	0	-1.1	-5	8	3	-1.2	1	-2
COCCNC(=O)CSc1nc2sccc2c(=O)n1-c1ccccc1	-3	-1	-1	-2.4	3	-4	0	-2.5	2	-5
CN(Cc1ccccc1)C(=O)c1ccc2c(c1)NC(=O)C(N1CCOCC1)S2 (stereo unspecified)	-4	-3	-3	-0.9	-1	-10	-2	-0.8	2	-5
Cc1ccc(-c2cc(=O)c3cc(C)ccc3[nH]2)cc1	0	1	11	0.0	11	1	14	-0.4	4	-10
Cc1ccc(S(=O)(=O)Cn2nnnc2C(CC(C)C)N2CCC(C(N)=O)CC2)cc1 (stereo unspecified)	-2	7	11	-0.1	6	0	-1	-2.7	-4	3
Cc1ccccc1NC(=O)Cn1nnc(S(=O)(=O)c2ccc(C(C)(C)C)cc2)c1N	-2	-1	-3	2.2	2	-4	-4	0.0	-5	-9
Clc1cc(Cl)c(OCc2nc(-c3ccccn3)no2)cc1Cl	-8	-6	-7	-0.4	1	-10	51*	x	4	x
COc1ccccc1C1/C(=C(/O)c2ccccc2)C(=O)C(=O)N1CC(C)C (stereo unspecified)	-2	-2	6	1.1	x	-2	x	-2.0	-5	-12
CCC1CCCCN1C(=O)CCc1nnc(Cc2cc(OC)ccc2OC)o1 (stereo unspecified)	2	2	19	-1.8	1	-6	-1	-2.4	-3	44
COc1ccc(Cl)cc1NC(=O)CCCN1C(=O)CCC1=O	-9	1	-6	-1.9	0	1	x	-2.2	-4	0
CCOc1ccc2[nH]c(=O)c(CN(Cc3nnnn3Cc3ccco3)C3CCCCC3)cc2c1	3	3	0	0.1	-8	-11	-1	-1.1	-1	x
Nn1c(-c2ccc(O)cc2)nnc1-c1ccc(O)cc1	-5	-4	0	0.3	-1	-3	3	-0.7	3	-2
COc1cccc(CNC(=O)C(C)n2ccc3cc(S(=O)(=O)N4CCCC4)ccc32)c1 (stereo unspecified)	42*	0	-6	1.9	9	-4	3	-1.3	0	-7
CCCCCn1c(=O)[nH]c2cc(C(=O)NCCN3CCC(C)CC3)ccc2c1=O	-5	-1	-1	-0.4	-12	1	x	-2.8	-6	14

Nothing new here: eleven of the compounds above.
SMILES	CAL PDZ FP-1	V-ATPase pHluor	Tat transport	CDK5 inh	Rtt109 HAT inh	dFosB activator	Wnt bcat act	CAL PDZ FP-2	cardiac RTF act	MITF act
O=[N+]([O-])c1cc(/C=N/n2c(-c3cccnc3)n[nH]c2=S)ccc1Cl	-3	3	4	-1.1	4	-2	x	-0.6	-2	10
Cc1ccc(S(=O)(=O)NCc2ccccc2)cc1C(=O)N1CCCCCCC1	-4	9	2	-1.5	0	2	-4	-1.5	1	-1
CC1CCN(S(=O)(=O)c2ccc(N=NC3=C(O)CC(C)(C)CC3=O)cc2)CC1	1	-1	3	-1.4	1	-13	x	-0.9	17	11
Cc1ccc(C(=O)N(C)Cc2ccc(N3CCOCC3)cc2)cc1S(=O)(=O)NCc1ccccc1	-5	-2	14	0.7	6	-3	-2	-1.0	-3	-9
COC(=O)CCN(C(=O)c1cccc(OC(C)=O)c1)c1ccccn1	0	-1	0	-1.1	-5	8	3	-1.2	1	-2
COCCNC(=O)CSc1nc2sccc2c(=O)n1-c1ccccc1	-3	-1	-1	-2.4	3	-4	0	-2.5	2	-5
CN(Cc1ccccc1)C(=O)c1ccc2c(c1)NC(=O)C(N1CCOCC1)S2 (stereo unspecified)	-4	-3	-3	-0.9	-1	-10	-2	-0.8	2	-5
Cc1ccc(-c2cc(=O)c3cc(C)ccc3[nH]2)cc1	0	1	11	0.0	11	1	14	-0.4	4	-10
Cc1ccc(S(=O)(=O)Cn2nnnc2C(CC(C)C)N2CCC(C(N)=O)CC2)cc1 (stereo unspecified)	-2	7	11	-0.1	6	0	-1	-2.7	-4	3
Cc1ccccc1NC(=O)Cn1nnc(S(=O)(=O)c2ccc(C(C)(C)C)cc2)c1N	-2	-1	-3	2.2	2	-4	-4	0.0	-5	-9
Clc1cc(Cl)c(OCc2nc(-c3ccccn3)no2)cc1Cl	-8	-6	-7	-0.4	1	-10	51*	x	4	x

(continued)
SMILES	CAL PDZ FP-1	V-ATPase pHluor	Tat transport	CDK5 inh	Rtt109 HAT inh	dFosB activator	Wnt bcat act	CAL PDZ FP-2	cardiac RTF act	MITF act
ON=Cc1cccn1-c1ccccc1	-4	2	0	1.2	-7	-5	0	-2.0	-2	6
COc1cccc(NC(=O)NNC(=O)COc2ccc3ccccc3c2)c1	-5	-1	-1	1.2	13	-13	-1	1.2	6	1
CCn1c(=S)[nH]c2c(c1=O)C(C)(C)Cc1ccccc1-2	x	13*	9	0.5	2	-2	-2	-0.4	1	-4
Cn1cccc1Cc1nnc(SCC(=O)Nc2nc3ccccc3s2)n1CCc1ccccc1	-4	0	-2	0.1	-7	4	-2	x	3	-11
Cn1ncc(Br)c1C(=O)NC1C2CC3CC(C2)CC1C3 (stereo unspecified)	1	0	0	1.7	4	0	x	-1.1	11	-6
COc1ccc(NC(=O)CN2CCN(CC(=O)Nc3ccc4c(c3)OCO4)CC2)cc1	-1	0	-4	-0.1	-1	8	x	-0.8	-4	-5
O=C(NCc1cccs1)C1CC(c2ccc(Cl)cc2)=NO1 (stereo unspecified)	0	x	13	-0.2	-4	-5	-1	-0.6	3	0
CC(C)NC(=O)C(c1ccc(F)cc1)N(C(=O)CCC(=O)Nc1ccccn1)c1ccccc1F (stereo unspecified)	12	2	-7	-0.5	-7	1	-3	-1.4	-5	9
COCCNC(=S)N1CCN(c2nc(-c3ccc(Cl)cc3)cs2)CC1	x	-3	8	0.4	0	-5	1	1.2	0	-4
COc1cccc2c1C(=O)c1c(O)c3c(c(O)c1C2=O)CC(O)(C(C)=O)CC3OC1CC(O)C(O)C(C)O1 (stereo unspecified)	-1	-2	-10	1.6	2	-328	-4	11	223*	x
Cc1ccc(N(C(=O)c2ccco2)C(C(=O)NC2CCCC2)c2ccco2)c(C)c1 (stereo unspecified)	13	-2	6	-0.6	22	-16	-2	-2.7	-9	-3
CCOc1ccc2[nH]cc(C(=O)NCCc3ccccc3)c(=O)c2c1	-4	2	0	-0.4	-11	-30	-1	-2.5	-11	x
Cc1ccccc1OCCn1cc(C=O)c2ccccc21	x	-2	8	0.5	-8	-9	-3	-0.5	2	-9
Cc1sc(-c2ccccn2)nc1OC(=O)c1ccc(Cl)cc1	-1	-2	-3	-1.6	x	u	x	-0.9	-1	x
O=C(NCc1ccccc1F)c1ccncc1	1	6	9	-0.6	26	0	0	-2.1	-1	5
Cc1nnc2n(Cc3ccccc3)c(=O)c3c4c(sc3n12)COC(C)(C)C4	-6	2	1	-0.5	1	-10	-3	-1.8	-5	x
COc1ccc(-n2c(N)c(C(=O)NCC3CCCO3)sc2=S)cc1 (stereo unspecified)	-5	-8	10	-1.0	11	-1	x	-1.7	0	1
COc1ccc(C(=O)Nc2cc3c4c(c2)C(C)C(=O)N4CCC3)cc1 (stereo unspecified)	-2	-2	-5	-2.3	1	-6	-3	-1.4	2	17
CCC(C(=O)NCc1ccco1)N(C(=O)CNS(=O)(=O)c1ccccc1)c1ccc(OC)cc1 (stereo unspecified)	-2	0	3	-1.9	2	-11	x	x	2	5
CC(Cc1ccccc1)NC(=O)C1CCCNC1=O (stereo unspecified)	3	-4	-8	1.4	0	0	-1	-0.1	4	-9

Three entries already listed, arranged by their value in V-ATPase pHluor, descending:
| compound | V-ATPase pHluor |
| --- | --- |
| CC(C)NC(=O)C(c1ccc(F)cc1)N(C(=O)CCC(=O)Nc1ccccn1)c1ccccc1F (stereo unspecified) | 2 |
| CCC(C(=O)NCc1ccco1)N(C(=O)CNS(=O)(=O)c1ccccc1)c1ccc(OC)cc1 (stereo unspecified) | 0 |
| COc1ccc(C(=O)Nc2cc3c4c(c2)C(C)C(=O)N4CCC3)cc1 (stereo unspecified) | -2 |

New compounds follow:
SMILES	CAL PDZ FP-1	V-ATPase pHluor	Tat transport	CDK5 inh	Rtt109 HAT inh	dFosB activator	Wnt bcat act	CAL PDZ FP-2	cardiac RTF act	MITF act
Cc1cc(NS(=O)(=O)c2ccc(-c3ccccc3)cc2)no1	-10	0	-2	-1.4	-13	0	-3	-1.4	3	-5
COc1ccc(CCNC(=O)C2CCN(S(=O)(=O)c3ccc(-n4cnnn4)cc3)CC2)cc1OC	-6	-1	5	0.8	4	-2	x	-0.5	6	0
CCCc1nc2sc3ccccc3c(=O)c2c(=O)n1Cc1ccco1	-2	-2	15	2.5	13	-26	10	-2.2	-6	-13
O=C(CNC(=O)c1cn2ccccc2n1)Nc1ccc(F)c(F)c1	-5	9	-3	-1.0	1	4	35*	-2.9	-5	78
CC1CCCC(NC(=O)c2ccncc2)C1C (stereo unspecified)	-3	0	-2	0.3	-4	4	-1	x	-4	-7
COc1cccc(Nc2nnc(SCC(=O)N3CC(C)OC(C)C3)s2)c1 (stereo unspecified)	-2	4	2	-1.3	4	-4	-2	-2.6	4	-3
CCS(=O)(=O)c1ccc(-c2cccc(NC(=O)COc3ccccc3)c2)nn1	0	2	-4	-0.4	-3	-3	0	-1.0	-5	4
CC(C)(C)n1nc2c(c1NC(=O)c1ccc(Cl)c([N+](=O)[O-])c1)CS(=O)(=O)C2	-2	-1	-4	0.1	34	-7	-6	-1.9	-3	0
COc1ccc(C(=O)NCCn2cc(SCC(=O)NCC3CCCO3)c3ccccc32)cc1 (stereo unspecified)	-5	-4	-1	-1.6	-12	-9	3	-3.1	1	0
O=c1[nH][nH]cc1C=NCc1cccc(C(F)(F)F)c1	-4	1	3	-0.6	-7	-2	-4	-1.9	0	10
CCC(=O)NCCCCCCCCCNC(=O)CC	-4	0	-6	-1.4	-15	-6	-3	-1.8	-2	4

Assay outcomes deposited in PubChem BioAssay by several laboratories.
